# High-throughput results as filed in PubChem.
# ERG-DNA inh = qHTS for Small Molecule Inhibitors of the ERG Ets/DNA interaction; Potency, µM (doses to about 76.9 µM), for inactives: top-dose FP activity, negative = inhibition, actives largely listed as inhibitors; hit rate 0.028% among 370,000; Transcriptional regulator ERG (Homo sapiens), P11308; AID 624246, 2012; fluorescence polarization, His-ERG Ets domain / labelled DNA; active = well fitted inhibition curve with a large enough effect in the polarisation, with a control signal flat; inconclusive = small, poorly fitted or top-dose-only effect, or effect the other way, or a change in a side signal; inactive = no such curve, though single readings can be large or run the other way; the % refers to the polarisation;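 also: polarization taken with two DNA probes labelled with fluorescein and Texas red; potency is read from the fitted curve at half-maximal effect; % of control where 0% means no effect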
# Target sequence (P11308 whole entry, looked up, the tested form may be a part): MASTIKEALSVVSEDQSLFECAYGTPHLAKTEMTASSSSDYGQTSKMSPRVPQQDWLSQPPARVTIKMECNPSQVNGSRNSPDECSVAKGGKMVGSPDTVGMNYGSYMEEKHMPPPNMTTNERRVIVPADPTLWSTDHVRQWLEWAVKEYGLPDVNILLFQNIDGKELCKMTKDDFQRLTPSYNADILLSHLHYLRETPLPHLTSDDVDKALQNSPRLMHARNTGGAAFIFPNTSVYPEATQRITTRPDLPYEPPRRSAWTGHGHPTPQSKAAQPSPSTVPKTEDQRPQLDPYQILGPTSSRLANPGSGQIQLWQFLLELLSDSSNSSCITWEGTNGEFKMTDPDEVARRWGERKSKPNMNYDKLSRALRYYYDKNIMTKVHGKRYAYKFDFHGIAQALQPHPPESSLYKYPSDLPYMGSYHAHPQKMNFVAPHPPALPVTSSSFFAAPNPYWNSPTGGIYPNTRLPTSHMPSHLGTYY
#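 His-tagged ERG Ets domain (1 uM in the protein solution; 300mM KCl, 50mM Tris-HCl, 1mM EDTA, 1mM DTT, pH 7.5) received compound, then a probe mix of 5 nM fluorescein-DNA and 100nM Texas-615-DNA. Fluorescence polarization was read for both dyes.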
# G9a block = qHTS Assay for Inhibitors of Histone Lysine Methyltransferase G9a. Histone-lysine N-methyltransferase EHMT2 (Homo sapiens), Q96KQ7. G9a H3K9 monomethylation, AlphaScreen, 2 h. Potency, µM (highest dose often 102 µM), without a hit: at the highest dose activity, negative = inhibition, actives largely listed as inhibitors. hit rate 8.8% among 350,000. AID 504332, 2011; also: potency is read from the fitted curve at half-maximal effect; % is scaled to controls: 0 for no effect and ±100 for the full control effect; nearly all actives have a fitted effect of over 75% in size
#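 Methyltransferase reactions run at room temperature for 2 h (20 nM enzyme, 500 nM biotin-H3K9 peptide, 20 uM SAM) after a 15 min compound preincubation; product detected by AlphaScreen beads and anti-H3K9me1 antibody.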
# JMJD2A Tudor = qHTS Assay for Inhibitors of JMJD2A-Tudor Domain | AlphaScreen JMJD2A-Tudor / H3K4me3 peptide binding | Potency, µM (doses to about 114 µM), without a hit: top-dose activity change, negative = inhibition, most hits filed as inhibitors | hit rate 4.4% among 390,000 | AID 504339, 2011; also: potency is read from the fitted curve at half-maximal effect; % is scaled to controls: 0 for no effect and ±100 for the full control effect; nearly all actives have a fitted effect of over 50% in size
# BAZ2B inh = qHTS Assay for Inhibitors of BAZ2B; hit rate 4.4% among 360,000; Potency, µM (series often up to 114 µM), for the others: at the highest dose activity change, negative = inhibition, actives largely listed as inhibitors; AlphaScreen BAZ2B-H3K14Ac peptide displacement; Bromodomain adjacent to zinc finger domain protein 2B (Homo sapiens), Q9UIF8; also: potency is read from the fitted curve at half-maximal effect; % is scaled to controls: 0 for no effect and ±100 for the full control effect; nearly all actives have a fitted effect of over 60% in size
#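 Compounds, titrated to a top concentration of 110 uM, were incubated 30 min at room temperature with preformed BAZ2B/acetyl-K14 H3 peptide complex (50 nM each). Proximity signal was measured by AlphaScreen after 20 min with beads.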
# HP1b chromo inh = HTS for Inhibitors of HP1-beta Chromodomain Interactions with Methylated Histone Tails; AID 540317, 2011; AlphaScreen HP1-beta / biotin-H3K9me3 peptide binding; Chromobox protein homolog 1 (Homo sapiens), P83916; Potency, µM (top dose mostly 114 µM), inactives show top-dose activity change, negative = inhibition, hits mostly inhibitors; hit rate 0.56% among 390,000; also: potency is read from the fitted curve at half-maximal effect; nearly all actives have a fitted effect of over 70% in size; inactives centre near 23
#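 Compound inhibition of the preformed complex between 50 nM HP1-beta and 50 nM biotinylated H3K9me3 peptide was read by AlphaScreen. Buffer was PBS pH 7.4 with 0.01% Tween-20. Incubations ran 30 min at room temperature, with 10 ug/mL donor/acceptor beads.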
# PI4K2A block = qHTS for small molecular inhibitors of PI4K2A; AID 1346378, 2018; hit rate 0.13% among 420,000; purified PI4K2A, ADP-Glo luminescence, 1 h; stronger effect = lower value; Phosphatidylinositol 4-kinase type 2-alpha (Homo sapiens), Q9BTU6; activity change, negative = inhibition, % at 76.9 µM; in the data active = activity change below about -50%; inconclusive = mostly about -30% to -49%;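 also: -100% = wells without enzyme as full effect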
#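 Compounds are screened against recombinant PI4K2A using PI as substrate and ATP, the latter dispensed at 300 microM. Reactions run one hour at ambient temperature before ADP-Glo detection; full inhibition defined by wells lacking enzyme.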
# GLS inh = qHTS for Inhibitors of Glutaminase (GLS). hit rate 0.21% among 410,000. GLS enzymatic activity, qHTS titration. Potency, µM (doses to about 45.5 µM), inactives show top-dose activity change, negative = inhibition, usual class: inhibitors; also: potency is read from the fitted curve at half-maximal effect; % is scaled to controls: 0 for no effect and ±100 for the full control effect
#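 Assay buffer: 45 mM KH2PO4 pH 8.2, 0.02% Tween-20. hKGA acts on L-glutamine (1 mM solution added); product glutamate is reported by an oxidase/peroxidase Amplex Red coupling, with fluorescence taken at baseline and 30 min.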
# Pin1 inhibitor = qHTS Assay to Find Inhibitors of Pin1 | Peptidyl-prolyl cis-trans isomerase NIMA-interacting 1 (Homo sapiens), Q13526 | Pin1 FP peptide displacement, HiFluor488, 10 min | Potency, µM (titrated, usually from 115 µM), without a hit: at the top dose activity, negative = inhibition, usual class: inhibitors | hit rate 0.009% among 390,000; active = well fitted inhibition curve with a large enough effect in the polarisation, with a control signal flat, not every such curve was filed as active; inconclusive = small, poorly fitted or top-dose-only effect, or effect the other way, or a change in a side signal; inactive = no such curve, though single readings can be large or run the other way; the % refers to the polarisation; also: potency is read from the fitted curve at half-maximal effect; % is scaled to controls: 0 for no effect and ±100 for the full control effect
# Target sequence (Q13526 whole entry, looked up): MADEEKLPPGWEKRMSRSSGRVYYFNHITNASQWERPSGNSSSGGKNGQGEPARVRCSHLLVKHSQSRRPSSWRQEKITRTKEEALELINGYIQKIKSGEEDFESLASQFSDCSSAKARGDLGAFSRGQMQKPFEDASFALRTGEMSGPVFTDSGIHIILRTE
# Tb PGK inh = qHTS Assay to Find Inhibitors of Phosphoglycerate Kinase; hit rate 0.043% among 380,000; Potency, µM (doses to about 57.5 µM), without a hit: at the highest dose activity change, negative = inhibition, hits mostly inhibitors; PGK/GAPDH coupled, Kinase-Glo luminescence, 60 min; Phosphoglycerate kinase, glycosomal (Trypanosoma brucei brucei), P07378; also: potency is read from the fitted curve at half-maximal effect; % is scaled to controls: 0 for no effect and ±100 for the full control effect; nearly all actives have a fitted effect of over 60% in size
# Target sequence (P07378 whole entry, looked up): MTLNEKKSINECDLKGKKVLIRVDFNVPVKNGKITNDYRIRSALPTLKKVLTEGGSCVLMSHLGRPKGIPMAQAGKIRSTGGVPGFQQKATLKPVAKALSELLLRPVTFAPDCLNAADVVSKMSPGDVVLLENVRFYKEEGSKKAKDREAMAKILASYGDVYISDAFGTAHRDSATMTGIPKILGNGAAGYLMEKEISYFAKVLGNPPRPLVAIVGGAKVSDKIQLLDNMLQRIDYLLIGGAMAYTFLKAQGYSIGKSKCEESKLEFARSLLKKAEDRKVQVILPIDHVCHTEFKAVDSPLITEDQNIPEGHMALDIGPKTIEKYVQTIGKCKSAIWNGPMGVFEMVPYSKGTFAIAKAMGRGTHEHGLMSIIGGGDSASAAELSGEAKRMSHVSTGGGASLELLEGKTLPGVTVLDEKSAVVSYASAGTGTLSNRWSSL
#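 Luminescent ATP detection (Kinase-Glo Plus) follows a 60-minute room-temperature incubation, with wells lacking PGK as controls. Buffer: 100 mM TEA (pH 7.6), 5 mM MgCl2, 0.01% Tween-20. Coupling enzyme GAPDH (100 nM final) supplies unstable 1,3-BPG in-well.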
# An asterisk follows results filed as active; i = inactive; ? = inconclusive; nt = no result given; [ ] = another dose, or the depositor's remark. Unless noted, calls follow the shape of the dose curve; as a rule, active = well fitted curve in the direction sought with a large enough effect; inconclusive = small, poorly fitted or top-dose-only effect, or another doubt; inactive = no such curve, though single readings can be large; an effect the other way counts as inactive or inconclusive.
BAZ2B inh	PI4K2A block	JMJD2A Tudor	Tb PGK inh	HP1b chromo inh	ERG-DNA inh	G9a block	GLS inh	Pin1 inhibitor	Compound
nt	2	28µM*	0%	?	-16%	11µM*	3%	5%	O=C1C2=C(Nc3ccccc3SC2c2ccc(C(F)(F)F)cc2)c2ccccc21 (stereo unspecified)
-15%	2	-18%	-4%	27%	12%	12%[12.7 µM]	9%	?	CCOC(=O)C1=C(C)Nc2ccccc2N=C1NC(=O)c1oc2ccccc2c1COC
-30%	9	-22%	i	5%	2%	?	30%	-1%	OC1=C(O)c2nc3cc(C(F)(F)F)ccc3nc21
0%	0	-15%	i	6%	-5%	-5%[59 µM]	4%	-1%	CCOC(=O)c1c(S(=O)(=O)N2CCC(C(=O)Nc3ccc(C)c(Cl)c3)CC2)c(C)n(C)c1C
2%	1	-2%	i	52%[activator]	3%	-3%	-4%	-2%	CCS(=O)(=O)N1CCC(C(=O)NCc2ccc3c(c2)OCO3)CC1
20%	1	4%	-7%	65%[activator]	0%	15%[59 µM]	2%	-11%	CCCSCCCNC(=O)c1ccc2c(c1)sc1nc(-c3ccc(OCC)cc3)cn12
-8%	2	-2%	i	20%	1%	2%[2.33 µM]	1%	-1%	CC1C2CC(C(S(=O)(=O)N3CCOCC3)C2=O)C1(C)C (stereo unspecified)
3%	5	-9%	-5%	4%	8%	17%	1%	0%	CCOc1ccc(N=Cc2ccc3ccccc3c2)cc1
?	7	-34%	-5%	-2%	?	?	-1%	20%	COc1ccc(/C=C/C(=O)Nc2ccc3nc(N4CCCCC4)cc(C)c3c2)cc1OC
-19%	6	-26%	-6%	5%	-2%	1%	4%	18%	Cc1ccc(Cn2nnc3c(=O)[nH]c(C4CCN(S(=O)(=O)c5ccc(C)cc5)CC4)nc32)cc1
-11%	0	2%	7%	11%	-2%	3%[59 µM]	-1%	16%	Cn1c(SCc2ccc(F)cc2)nc2ccc(C(=O)NCc3ccc(Cl)cc3)cc21
0%	2	-7%	-4%	24%	7%	-6%	-5%	2%	CCc1nnc(NC(=O)c2ccc(Br)c(S(=O)(=O)N3CCOCC3)c2)s1
-1%	-4	-17%	-17%	9%	-3%	0%[59 µM]	-1%	4%	COc1cccc(CNC(=O)Cn2c(=O)oc3cc(S(=O)(=O)N4CCCC4)ccc32)c1
-32%	7	?	i	-13%	-1%	-3%	17%	1%	CCOc1ccc(Nc2nc(Cc3nnc(SCC(=O)c4ccc(C)cc4)o3)cs2)cc1
2%	9	3%	0%	33%[activator]	-3%	-19%	-3%	2%	Cc1nc2sc(C(c3ccc(Cl)cc3)N3CCOCC3)c(O)n2n1 (stereo unspecified)
10%	2	8%	-1%	57%[activator]	1%	-19%[2.33 µM]	-5%	-4%	COc1ccc(/C=C2/C(=O)C(C)(C(C)C)CCC2C)cc1 (stereo unspecified)
-3%	14	-23%	nt	31%[activator]	2%	-1%	6%	-1%	Cc1[nH]n(C(N)=S)c(=O)c1N=Nc1ccc(Br)cc1
-17%	1	-12%	-1%	10%	-2%	nt	7%	9%	COc1ccc(S(=O)(=O)N2CCC(C(=O)Oc3c(OC)cccc3OC)CC2)cc1OC
7%	-2	0%	i	41%[activator]	10%	-3%[0.501 µM]	2%	2%	COC(=O)c1ccccc1NC(=O)c1cccnc1
?	-1	-9%	-5%	-15%	-7%	?	1%	4%	O=C(NCCc1ccccc1)c1ccc(NC2=NC3CS(=O)(=O)CC3S2)cc1 (stereo unspecified)
-2%	5	-6%	-1%	29%	7%	10%[12.7 µM]	-5%	1%	CC(Oc1ccccc1)C(=O)NC1CCN(Cc2ccccc2)CC1 (stereo unspecified)
-7%[57.1 µM]	4	-23%	2%	28%	-11%	29%	8%	0%	COc1ccc(C(=O)Nc2ccnn2C2CCN(Cc3cnn(C)c3)CC2)cc1
8%	1	-7%	6%	20%	-15%	-25%	-2%	-4%	CCOc1ccc(S(=O)(=O)NCCC(=O)N2CCCCCCC2)cc1
9%	-2	-6%	-2%	40%	12%	-13%	-1%	1%	COc1cc2c(cc1OC)C(c1cccnc1)CC(=O)N2 (stereo unspecified)
20%	1	-24%	i	25%	8%	21%[59 µM]	10%	0%	CCCOC(=O)Nc1ccc(S(=O)(=O)Nn2cnnc2)cc1
-4%[57.1 µM]	-4	-14%	-3%	58%[activator]	1%	18%	7%	1%	O=C(COc1ccccc1)N=C1SC2CS(=O)(=O)CC2N1c1ccc(F)cc1 (stereo unspecified)
-20%	3	0%	i	19%	6%	-5%	0%	3%	CCn1c(=O)n(CC)c2cc(NC(=O)CSc3ccc([N+](=O)[O-])cn3)ccc21
2%	3	-11%	2%	31%	1%	-7%	-7%	16%	Cc1cc(NC(=O)c2cccc(S(=O)(=O)N(C)C)c2)n(-c2ccccn2)n1
-3%	-2	-2%	1%	20%	-1%	-3%[59 µM]	11%	-9%	Cc1nnc(SCc2cccs2)[nH]c1=O
-2%	-3	-1%	nt	34%	nt	-17%[12.7 µM]	-2%	-2%	CCn1c(C)c(C(C)=O)c(N2CCN(C(=O)c3ccco3)CC2)nc1=S

# (more compounds)
BAZ2B inh	PI4K2A block	JMJD2A Tudor	Tb PGK inh	HP1b chromo inh	ERG-DNA inh	G9a block	GLS inh	Pin1 inhibitor	Compound
5%	2	-7%	-12%	21%	-4%	-51%	1%	-5%	C=CCn1c(SCC(=O)NCc2ccco2)nnc1C1CCCCC1
44%[activator]	8	-10%	-5%	37%	4%	5%	-9%	?	CC(C)C(NC(=O)CN1C(=O)c2ccccc2S1(=O)=O)C(C)C
7%	8	-5%	-4%	15%	-8%	-9%	-4%	-3%	COc1cc(NC(=O)c2ccc(=O)[nH]n2)cc(OC)c1OC
-38%	-4	?	-9%	-16%	-1%	-5%[59 µM]	8%	-1%	CC(C)c1ccc2[nH]c(O)c(N=NC(=O)c3cccc(S(=O)(=O)N4CCCCC4)c3)c2c1
nt	-3	2%	3%	38%	-2%	nt	0%	-8%	CC1CCCCC1NC(=O)c1ccc(-n2cncn2)cc1 (stereo unspecified)
10%	0	-8%	i	13%	3%	?	104%[activator]	0%	CC(OC(=O)c1ccccc1Br)C(=O)Nc1nc(-c2cccc([N+](=O)[O-])c2)cs1 (stereo unspecified)
-35%	-3	-27%	4%	-5%	-5%	?	72%[activator]	2%	CCOC(=O)c1c(C)n(C)c2ccc(O)c(CN(C)C)c12
-13%	-2	-14%	i	26%	3%	?	0%	18%	COc1ccccc1CN1CCN(C(CC(C)C)c2nnnn2Cc2cccs2)CC1 (stereo unspecified)
2%	-1	-1%	-1%	40%[activator]	-4%	21%	-13%	-1%	O=c1c2cc(NC(=S)N3CCCC3)ccc2nc2n1CCCCC2
nt	-5	-14%	-4%	73%[activator]	1%	nt	-1%	2%	Cc1ccc(S(=O)(=O)N2CCN(S(=O)(=O)c3ccccc3Br)C2=O)cc1
-22%	-5	-9%	i	?	3%	-11%[59 µM]	4%	-2%	CCOC(=O)c1c(NC(=O)CSc2nnc(C)c(=O)[nH]2)sc2c1CCCC2
5%	-3	-19%	-7%	-3%	-2%	-3%[59 µM]	0%	-1%	O=C(Nc1ccc(Cl)c(Cl)c1)c1cc(S(=O)(=O)N2CCN(c3cccc(Cl)c3)CC2)ccc1F
8%	2	-21%	2%	6%	-2%	-29%	-3%	2%	CCN(CC)c1nc(Nc2ccccc2)nc(Oc2ccc(=O)n(C)n2)n1
1%	1	-6%	nt	23%	-1%	9%[12.7 µM]	1%	?	N#CCCN1CCN(CCC#N)CC1
?	-2	14%	-16%	41%[activator]	-20%	nt	-14%	7%	O=C(c1cc2c(ccc3ccccc32)o1)N1CCCCC1
5%[57.1 µM]	-6	50µM*	-11%	-21%	-5%	6.3µM*	24%	-2%	CC(=O)Nc1ccc(S(=O)(=O)NNC(=O)COc2cccc(C)c2)cc1
-27%	-6	-19%	i	22%	-6%	32%	1%	0%	Cc1cc(C)c(NC(=O)COc2ccc(-n3cnnn3)cc2)c(C)c1
-32%	-4	?	-8%	38%	-3%	-23%	3%	-9%	COCCOC(=O)C1=C(C)N(c2ccccc2)C(=S)NC1c1ccccc1C(F)(F)F (stereo unspecified)
-16%	-4	-1%	1%	29%	0%	-29%[59 µM]	4%	-2%	CCOc1ccc(CNC(=O)CCc2cn(CC)c3ccccc23)cc1
5%	-3	-24%	-5%	12%	-3%	-18%	44%[activator]	?	c1ccc(CN2CCN(c3nc(-c4ccccc4)nc4ccccc34)CC2)cc1
-1%	-2	0%	i	31%	-3%	-1%	-10%	-1%	O=C(N=C1SC2CS(=O)(=O)CC2N1c1ccc(Br)cc1F)C1CC1 (stereo unspecified)
